EP2 mod: modulates human prostaglandin E2 receptor EP2 signaling | P43116 | actives 0.83% (n = 260,000) | EP2-expressing cells, cAMP HTRF FRET, PGE2 co-stimulation | induction, % at 25 µM;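 active means compounds whose cAMP rise, as percent of the full-agonist control response, exceeds 60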;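 further: rat C6 glioma line stably carrying human EP2 under a CMV promoter; the protocol text gives 20 µM as final concentration; 100% = response of wells given 1 µM PGE2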
Target sequence (P43116 whole entry, looked up): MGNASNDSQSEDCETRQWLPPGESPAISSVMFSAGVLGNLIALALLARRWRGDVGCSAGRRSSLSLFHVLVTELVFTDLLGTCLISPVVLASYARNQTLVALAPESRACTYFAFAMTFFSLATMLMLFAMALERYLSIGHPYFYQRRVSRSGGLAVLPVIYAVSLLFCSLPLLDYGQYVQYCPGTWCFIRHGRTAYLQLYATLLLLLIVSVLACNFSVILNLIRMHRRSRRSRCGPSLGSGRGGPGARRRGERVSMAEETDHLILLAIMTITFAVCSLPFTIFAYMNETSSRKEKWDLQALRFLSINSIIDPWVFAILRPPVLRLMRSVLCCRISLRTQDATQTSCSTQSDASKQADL
PGE2 EP2 inh: blocks the human prostaglandin E2 receptor EP2 | C6 glioma cells expressing human EP2, cAMP TR-FRET; cells stimulated with saturating PGE2 | inhibition, % at 25 µM | actives 0.52% (n = 260,000);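 active means percent inhibition above 40 after rounding to a whole number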;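 further: rat C6 glioma host cells with rolipram phosphodiesterase inhibitor present; the protocol text gives 20 µM as final concentration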
Numbers without * were called inactive; nt = not tested or not shown; & = joins results of further samples. These rows are one share of the data; rates above refer to the full screens.

SMILES	EP2 mod	PGE2 EP2 inh
Cn1ccnc1C1(O)CC2CCC(C1)N2CC(=O)N1CCCc2ccccc21 (stereo not drawn)	-7	nt
CC(C)[C@H]1CN(Cc2ccco2)CCN1C(=O)Cc1ccc(-n2cnnn2)cc1	-30	nt
Cc1cc(NC(=O)CN2C3CCC2CC(O)(c2nccn2C)C3)no1 (stereo not drawn)	-12	nt
COc1ccc(CC(=O)N2CCN(Cc3ccco3)C[C@H]2C)cc1OC	-47	nt
Cc1ccc(C2=CCN(CC(=O)Nc3nc(C)c(C)s3)CC2)o1	-82	nt
COc1cccc(C2(NC(=O)c3cnn(C(C)C)c3)CCCC2)c1	-14	nt
O=C(CN1C2CCC1CC(O)(c1ccco1)C2)NCc1ccc(F)cc1 (stereo not drawn)	-14	nt
CC(C)[C@H]1CN(Cc2ccco2)CCN1C(=O)Cc1nn(C(C)C)c(=O)c2ccccc12	-17	nt
Cn1ccnc1C1(O)CC2CCC(C1)N2CC(=O)Nc1ccc(F)cc1 (stereo not drawn)	-19	nt
NC1C[C@H]1c1ccccc1 (stereo partly drawn)	-1	9
COc1ccc(Nc2nc(CC(=O)N(C)CCN3CCCCC3)cs2)cc1	-15	4
COc1cc2c(cc1OC)[C@@H]1C(=O)c3ccc(OC)c(CC=C(C)C)c3O[C@@H]1CO2	49	8
CN(C)CCN(C(=O)Cc1ccc2c(c1)CCCC2)C1CCN(C)CC1	-38	0
c1ccc2c([C@@H]3CCN(CCN4CCOCC4)C3)c[nH]c2c1	13	53*
CN1CC(CO)=C[C@@H]2c3cccc4[nH]cc(c34)C[C@H]21	14	15
COC(=O)[C@@H]1c2cc3c(c(O)c2[C@@H](O)C[C@]1(C)O)C(=O)c1c(O)cc2c(c1C3=O)O[C@H]1O[C@]2(C)[C@@H](O)[C@H](N(C)C)[C@H]1O	19	49*
C[C@@]12CC[C@@H]3[C@H](CCC4=CC(=O)CC[C@H]43)[C@H]1CC[C@H]2OC1(O)C(=O)c2ccccc2C1=O	-40	64*
C[C@H]1C2Cc3ccc(O)cc3C1(C)CCN2CC1CC1 (stereo partly drawn)	6	10
CCN1CCN(C(=O)COc2ccc(Cl)cc2Cl)CC1	-51	4
CC(N)C(=O)OC(C)(C)Cc1ccc(Cl)cc1 (stereo not drawn)	-15&6	9&8
CCn1cc(C(=O)c2ccco2)c2ccccc21	23	1
O=C(O)Cn1cc(C(=O)c2ccccc2F)c2ccccc21	-14	19
CCc1[nH]c2ccc(C(=O)N3CCC(C(C)=O)(c4ccccc4)CC3)cc2c1C	-58	5
COc1ccc(C(=O)O[C@@H]2CC[C@@]3(C)[C@@H]4CC[C@@H]5[C@@]6(O)C[C@@H](O)[C@@]7(O)[C@@H](CN8C[C@H](C)CC[C@H]8[C@]7(C)O)[C@]6(O)C[C@@]53O[C@@]42O)cc1OC	4	45*
COc1ccc(C2=NCC(=O)N(Cc3cccnc3)c3sc4c(c32)CCCC4)cc1	22	8

Individual results from the entries so far:
CN1CC(CO)=C[C@@H]2c3cccc4[nH]cc(c34)C[C@H]21 in EP2 mod reads 14
Cn1ccnc1C1(O)CC2CCC(C1)N2CC(=O)N1CCCc2ccccc21 (stereo not drawn) in EP2 mod reads -7

4 entries from above, set out differently:
SMILES | EP2 mod | PGE2 EP2 inh
C[C@H]1C2Cc3ccc(O)cc3C1(C)CCN2CC1CC1 (stereo partly drawn) | 6 | 10
CN1CC(CO)=C[C@@H]2c3cccc4[nH]cc(c34)C[C@H]21 | 14 | 15
CCN1CCN(C(=O)COc2ccc(Cl)cc2Cl)CC1 | -51 | 4
Cc1ccc(C2=CCN(CC(=O)Nc3nc(C)c(C)s3)CC2)o1 | -82 | nt

In a second layout: four of the compounds above
| canonical_smiles | EP2 mod | PGE2 EP2 inh |
| --- | --- | --- |
| CC(C)[C@H]1CN(Cc2ccco2)CCN1C(=O)Cc1ccc(-n2cnnn2)cc1 | -30 | nt |
| Cc1cc(NC(=O)CN2C3CCC2CC(O)(c2nccn2C)C3)no1 (stereo not drawn) | -12 | nt |
| COc1ccc(CC(=O)N2CCN(Cc3ccco3)C[C@H]2C)cc1OC | -47 | nt |
| Cc1ccc(C2=CCN(CC(=O)Nc3nc(C)c(C)s3)CC2)o1 | -82 | nt |

(next part)
SMILES	EP2 mod	PGE2 EP2 inh
O=C(O)[C@@H](O)[C@@H](O)[C@@H]1[O][Sb][O][C@@H]1CO	10	51*
O=C1C[C@@H]2OCC=C3CN4CC[C@]56c7ccccc7N1[C@H]5[C@H]2[C@H]3C[C@H]46 (tested in a mixture with another compound)	12	43*
CC1=NN(c2ccc(S(=O)(=O)O)cc2C)C(=[OH+])[C@@H]1N=Nc1cc(S(=O)(=O)O)ccc1C(=O)O.O.[Cr]	26	38
CCN=Cc1c(O)n(C)c(=O)n(C)c1=O	24	11
O=C1C=CC(=O)c2c(O)cccc21	2	14
CC(C)NP(=O)(NC(C)C)OP(=O)(NC(C)C)NC(C)C	21	11
Cc1cc(C)c2c(CC(=O)N(CCN(C)C)C3CCN(C)CC3)c(C)[nH]c2c1	-47	8
COc1ccccc1/C=C/CN1C2CCC1CC(O)(c1ccc(F)cc1)C2 (stereo not drawn)	-65	8
COC(=O)C1=C(N)Oc2c(c(=O)oc3ccccc23)C1c1cccc(C(F)(F)F)c1 (stereo not drawn)	-11	6
CC1CCN(CC(C)(C)CN2C3CCC2CC(O)(c2ccccc2F)C3)CC1 (stereo not drawn)	-17	11
O=P(O)(OP(=O)(O)c1ccccc1)c1ccccc1 (tested in a mixture with another compound)	33	49*
CCCOc1c(CN2C3CCC2CC(O)(c2ccccc2F)C3)cccc1OC (stereo not drawn)	-29	5
CCN1CCN(Cc2ccccc2C#N)CC1	-7	6
CC1CCN(C2CCNCC2)CC1	-31	4
C[C@H]1CC[C@]2(NC1)O[C@H]1C[C@H]3[C@H]4CC=C5C[C@@H](O)CC[C@]5(C)[C@@H]4CC[C@]3(C)[C@H]1[C@@H]2C	7	58*
CCCN1CCO[C@@H]2c3cc(O)ccc3OC[C@H]21	-7&8	12&10
COc1ccc(C2(O)CC3CCC(C2)N3CC(C)(C)CN2CCOCC2)cc1 (stereo not drawn)	1	5
C=CCn1ncc(CN2C3CCC2CC(O)(c2nccn2C)C3)c1C (stereo not drawn)	-9	7
COc1cc2cc(c1Cl)N(C)C(=O)C[C@H](OC(=O)C(C)C)[C@]1(C)O[C@H]1[C@@H](C)[C@H]1C[C@](O)(NC(=O)O1)[C@@H](OC)/C=C\C=C(\C)C2	23	52*
CC1(C)N=C(N)N=C(N)N1c1cccc(C(=O)Nc2ccc(S(=O)(=O)F)cc2)c1	12	52*
COc1cc2c(cc1OC)[C@]13CCN4CC5=CCO[C@@H](CC(=O)O)[C@H]([C@H]5C[C@H]41)[C@@H]3N2	18	37
C[C@H](CC(C#N)(c1ccccc1)c1ccccc1)N1CCCCC1	24	10
COc1ccc(N2C(=O)/C(=C/c3ccco3)C(=O)NC2=S)cc1	-127	14
CC(=O)O[C@@H]1CC[C@]2(C)C3CC[C@]4(C)C(=O)CCC4C3CC[C@H]2C1 (stereo partly drawn)	-20	14
COc1ccc(C2(O)CC3CCC(C2)N3Cc2cc(OC)c(OC)cc2C)cc1 (stereo not drawn)	-48	4
Further records.
SMILES	EP2 mod	PGE2 EP2 inh
O=C1CC[C@@]2(O)C3Cc4ccc(O)c5c4C2(CCN3CC2CC2)[C@H]1O5 (stereo partly drawn)	20	11
C=CCn1ncc(CN2C3CCC2CC(O)(c2ccc(OC)cc2)C3)c1C (stereo not drawn)	33	10
CC(C)(C)NCC(O)c1ccccc1Cl (stereo not drawn)	0&26	10&20
CCN(CC)C(=O)N[C@@H]1C=C2c3cccc4[nH]cc(c34)C[C@H]2N(C)C1	-24	9
COc1cc2c(cc1OC)[C@]13CC[N@+]4(C)CC5=CCO[C@@H]6CC(=O)N2[C@@H]1[C@@H]6[C@@H]5C[C@]34O	27	42*
CCN(CC)c1ccc2c3c(c(=O)oc2c1)C(c1cc2ccc(C)c(C)c2[nH]c1=O)C(C#N)=C(N)O3 (stereo not drawn)	-11	16
C=C(C)C1CNC(C(=O)O)C1CC(=O)O (stereo not drawn)	32	8
CCCN1CCC[C@@H](c2cccc(C#N)c2)C1	8	8
CC[C@H]1CN2CCc3cc(OC)c(OC)cc3[C@@H]2C[C@@H]1C[C@H]1NCCc2c1[nH]c1ccc(O)cc21	-25	61*
C[C@]12CCC3C(CC[C@H]4C[C@@H](Cl)CC[C@]34C)C1CCC2=O (stereo partly drawn)	64*	12
Cc1cccc(C2=NCC(=O)Nc3sc(C)cc32)c1	-7	16
NCCc1ccc(S(=O)(=O)F)cc1	0	17
c1cncc(CNCCN2CCNCC2)c1	-12	7
CC(=O)O[C@@H]1C2CC[C@@H]3C1(C[C@@H](O)[C@@]1(O)[C@@H](C[C@H](O)C1(C)C)[C@]3(C)O)C[C@@]2(C)O (stereo partly drawn)	-6	9
COc1ccc(CN2CCNCC2)c(OC)c1OC	-1	12
C[C@@]12CN(CC[N+](C)(C)C)C[C@]1(C)[C@H]1CC[C@@H]2O1	25	35
O=[N+]([O-])c1[nH]cnc1Cl	6	16
O=C(O)[C@@H]1[C@H](C(=O)O)[C@]2(Cl)C(Cl)=C(Cl)[C@@]1(Cl)C2(Cl)Cl	22	35
CCC(C)N1CCN(Cc2ccc(C)cc2)CC1 (stereo not drawn)	0	14
O=C1N[C@]2(CN3CCC2CC3)C(=O)N1CN(Cc1ccccc1)c1ccccc1	8	54*
CC(c1ccc(F)cc1)n1cc(C(=O)NC2CCCC2)nn1 (stereo not drawn)	-17	17
CCC(=O)N1N=C2C3CCN(CC3)C2C1c1ccc(N(C)C)cc1 (stereo not drawn)	0	6
Fc1cc(F)c2c(c1)C1C=CCC1C(c1cccnc1)N2 (stereo not drawn)	14	7
C[C@@H](Cc1ccc(Cl)cc1Cl)NO	20	32
Clc1ccc(C(c2ccc(Cl)cc2)n2cc[n+](CC(OCc3ccc(Cl)cc3Cl)c3ccc(Cl)cc3Cl)c2)cc1 (stereo not drawn)	1	22

Four of the compounds above, as labelled records.
Cc1cccc(C2=NCC(=O)Nc3sc(C)cc32)c1
  EP2 mod = -7
  PGE2 EP2 inh = 16

NCCc1ccc(S(=O)(=O)F)cc1
  EP2 mod = 0
  PGE2 EP2 inh = 17

c1cncc(CNCCN2CCNCC2)c1
  EP2 mod = -12
  PGE2 EP2 inh = 7

CC(=O)O[C@@H]1C2CC[C@@H]3C1(C[C@@H](O)[C@@]1(O)[C@@H](C[C@H](O)C1(C)C)[C@]3(C)O)C[C@@]2(C)O (stereo partly drawn)
  EP2 mod = -6
  PGE2 EP2 inh = 9

The list continues:
SMILES	EP2 mod	PGE2 EP2 inh
CC(=O)N1CCCc2cc(C(O)CN3CC=C(c4ccc(Cl)cc4)CC3)ccc21 (stereo not drawn)	-64	13
Oc1ccc([C@H](O)[C@@H]2CCCCN2)cc1O	-7	9
CCN1C[C@]2(OC(=O)c3ccccc3NC(C)=O)CCC(OC)[C@]34C1[C@H](CC23)[C@@]1(O)CC(OC)[C@H]2CC4C1(O)[C@H]2OC (stereo partly drawn)	17	12
O=C(O)C[C@@H]1NCc2cc3ccccc3nc21	-5	15
NCC#Cc1ccccc1	21	11
Oc1ccc(CCNCc2cc3c(cc2Br)OCO3)cc1	3	11
CC(=O)Oc1c2c(c(CC=C(C)C)c3c1C(=O)C1=C[C@@H]4CC5C(C)(C)OC(C/C=C(\C)C(=O)O)(C4=O)[C@@]15O3)OC(C)(CCC=C(C)C)C=C2 (stereo partly drawn)	7	27
O=C1CC[C@@]2(O)[C@H]3Cc4ccc(O)c5c4C2(CCN3CC2CC2)[C@H]1O5	4	12
c1ccc2nc(N3CCNCC3)ccc2c1	23&-2	12&7
COc1cccc(CNC(=O)CN2C3CCC2CC(O)(c2ccccn2)C3)c1 (stereo not drawn)	-34	6
CC(C)(C)c1cc(CCC(=O)O)cc(C(C)(C)C)c1O (tested in a mixture with another compound)	12&-10&-10&24&-30&-12&-23&18&-37&-17	6&9&5&6&11&17&8&5&8&29
CN(C)CCN(Cc1ccccc1F)C(=O)Cc1nc2ccccc2[nH]1	-29	9
Cc1ccc(-c2nc(C)sc2CC(=O)N(C)CCN(C)C)cc1	7	5
Cc1ccc(C)c(-c2nc(C)sc2CC(=O)N(C)CCN(C)C)c1	-10	8
O=C(CN1C2CCC1CC(O)(c1ccccn1)C2)NCC1CCCO1 (stereo not drawn)	-16	1
Cc1ccc(OP(=O)(Oc2ccc(C)cc2)N2C=Cc3ccccc3[C@H]2C#N)cc1	36	42*
COc1cccc(C2(O)CCN(CCNC(=O)c3ccc(N(C)C)cc3)CC2)c1	-52	10
CC1Cc2cc3c(cc2C(c2ccc(N)cc2)=NN1)OCO3 (stereo not drawn)	-25	14
c1ccc(CCN2CCCCCC2)nc1	27	14
CS(=O)(=O)O[C@H]1CN2CCC1CC2	7	14
O=P1(N(CCCl)CCCl)NCCCO1 (stereo not drawn)	7&20	15&12
CC(=O)O[C@H]1C[C@@H](OC(C)=O)C(C)(C)C2C[C@@H](OC(C)=O)[C@]3(C)C(CC[C@@]4(C)[C@H](c5ccoc5)C[C@H]5O[C@]543)[C@]21C (stereo partly drawn)	-15	11
CCCCN(CC)c1c([N+](=O)[O-])cc(C(F)(F)F)cc1[N+](=O)[O-]	-4	13
CC(C)(C#N)O[C@@H]1O[C@H](CO)[C@@H](O)[C@H](O)[C@H]1O	16	10
Oc1ccc2c3c1O[C@H]1c4[nH]c5ccccc5c4C[C@@]4(O)C(C2)N(CC2CC2)CCC314 (stereo partly drawn)	12	13
COc1cc(C2C(C#N)=C(N)Oc3n[nH]c(C)c32)cc(Cl)c1O (stereo not drawn)	-9	7
C=CCN1C[C@@H](C)N([C@H](c2ccc(C(=O)N(CC)CC)cc2)c2cccc(OC)c2)C[C@@H]1C	10	12
Nc1ncn[nH]1	9	6
O=C(CN1C(=O)CN=C(c2ccsc2)c2c1sc1c2CCCC1)N1CCCCC1	15	13

From PubChem
